D1 PAM: potentiators of human D1 dopamine receptor; AID 504651; HEK293 TREx D1 cells, calcium flux, dopamine EC20 potentiation; hit rate 0.036% among 360,000; potentiation, % at 10 µM; P21728; in the data active = potentiation above about 30%; note: 0% is about no effect
Target sequence (P21728 whole entry, looked up): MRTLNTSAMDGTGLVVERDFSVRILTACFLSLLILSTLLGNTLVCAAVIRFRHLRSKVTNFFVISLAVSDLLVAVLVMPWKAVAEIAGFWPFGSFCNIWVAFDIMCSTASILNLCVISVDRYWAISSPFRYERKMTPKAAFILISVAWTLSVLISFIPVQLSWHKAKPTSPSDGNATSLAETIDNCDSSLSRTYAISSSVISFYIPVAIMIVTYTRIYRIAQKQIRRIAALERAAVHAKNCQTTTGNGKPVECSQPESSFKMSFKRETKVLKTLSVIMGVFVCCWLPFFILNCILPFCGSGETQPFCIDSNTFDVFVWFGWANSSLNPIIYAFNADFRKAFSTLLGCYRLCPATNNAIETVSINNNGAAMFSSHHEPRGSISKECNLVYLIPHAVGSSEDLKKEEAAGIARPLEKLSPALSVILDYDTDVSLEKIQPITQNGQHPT
RXFP1 agonist: agonists of human relaxin receptor RXFP1; Q9HBX9; HEK293T-RXFP1 cAMP TR-FRET, 30 min; response scale: percent of porcine relaxin response, buffer zero; Potency, µM (highest dose often 57.5 µM), for inactives: at the top dose activation, usual class: activators; hit rate 0.3% among 370,000; AID 2676; note: potency is the fitted concentration of half-maximal effect; % is set by controls: 0 for no effect and ±100 for the full control effect; nearly all actives have a fitted effect of over 60% in size; many of its hits are not listed in these tables
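HEK293T cells stably expressing RXFP1 were pretreated with the PDE4 inhibitor Ro 20174, exposed to compounds for 30 min at 37C, lysed, and cAMP was read by TR-FRET. Data normalized to buffer (basal) and 29 nM porcine relaxin (100%).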
D1 agonist: agonists of human D1 dopamine receptor. P21728. HEK293 T-REx D1 cells, calcium flux, agonist mode. activation, % at 2 µM. hit rate 1% among 360,000. AID 504660; in the data active = activation above about 30%; note: 0% is about no effect
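Tetracycline-induced HEK293 TREx D1 cells, force-coupled to calcium signalling, were dye-loaded with a no-wash calcium kit. Compound was pin-added after a 10 s baseline. Fluorescence was read kinetically at 1 cycle/s for 180 s, with calcium rises flagged as agonism.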
Vif-APOBEC3G blk: inhibitors of Vif-APOBEC3G interaction; Potency, µM (top dose mostly 46.1 µM), for inactives: at the top dose activity, negative = active, most hits filed as inhibitors; hit rate 0.076% among 410,000; Q9HC16; HeLa A3G-eYFP + Vif (tagged APOBEC3G with the HIV-1 protein that degrades it), YFP fluorescence, overnight;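 note: potency is the fitted concentration of half-maximal effect; % is set by controls: 0 for no effect and ±100 for the full control effect; nearly all actives have a fitted effect of over 60% in size; hits raise eYFP signal because A3G escapes Vif-driven loss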
Target sequence (Q9HC16 whole entry, looked up): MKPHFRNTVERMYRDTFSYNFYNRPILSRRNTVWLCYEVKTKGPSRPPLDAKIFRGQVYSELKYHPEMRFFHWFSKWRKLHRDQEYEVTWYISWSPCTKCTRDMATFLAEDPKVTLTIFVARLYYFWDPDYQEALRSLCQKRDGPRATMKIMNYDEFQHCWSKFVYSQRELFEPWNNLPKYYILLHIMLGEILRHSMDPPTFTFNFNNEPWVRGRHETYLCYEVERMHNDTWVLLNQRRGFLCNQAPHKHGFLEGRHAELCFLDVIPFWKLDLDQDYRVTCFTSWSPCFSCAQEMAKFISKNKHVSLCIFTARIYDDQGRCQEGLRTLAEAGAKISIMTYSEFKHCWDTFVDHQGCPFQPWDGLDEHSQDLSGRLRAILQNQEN
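HeLa cells stably expressing Vif and C-terminally eYFP-tagged A3G, seeded overnight at 37 deg C, then exposed to compound by pintool overnight at 37 deg C. Rise in yellow fluorescence (Ex 488/Em 500-530, Acumen) marks blocked Vif-driven A3G degradation.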
D2 potentiator: D2 dopamine receptor (human) potentiation. HEK293 T-REx D2, calcium flux, EC20 dopamine potentiation. potentiation, % at 10 µM. hit rate 0.34% among 340,000;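 active = potentiation over 3 SD above the plate norm, cut at about 30% in these data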; note: 0% is about no effect
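Primary screen. Calcium kinetics in induced HEK293 T-REx D2 cells: compound pre-addition 180 s, EC20 dopamine, 180 s more.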
D1 antag: human D1 dopamine receptor antagonism; activity change, negative = inhibition, % at 10 µM; hit rate 3.2% among 360,000; P21728; AID 504652; HEK293 TREx D1 cells, calcium flux, dopamine EC80; hits give low values; in the data active = activity change below about -30%; note: % is set by controls: 0 for no effect and ±100 for the full control effect
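Tetracycline-induced HEK293 T-REx cells with force-coupled D1 receptor were loaded with a no-wash calcium dye. Compound was added after a 10 s baseline and read kinetically for 180 s; EC80 dopamine was then added and calcium flux followed another 180 s.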
LDHA inh: inhibitors of human lactate dehydrogenase A; P00338; purified LDHA, NADH/diaphorase-resazurin fluorescence; hits give low values; AID 1347041; hit rate 0.15% among 480,000; activity change, % (values are at about 110 or 230 µM); in the data active = activity change below about -30%; inconclusive = mostly about -25% to -30%;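 note: plate controls were DMSO wells for no effect and wells without enzyme for full effect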
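Human LDH5 (2 nM) was incubated with 0.06 mM NADH and 0.2 mM pyruvate for 5 min at room temperature in Tris pH 7.4. Remaining NADH was coupled through diaphorase/resazurin, and resorufin fluorescence was read at 0 and 20 min.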
GRP78 ERSR act: ER stress response induction in glioma; AID 602332; Potency, µM, for the others: at the top dose activation, hits mostly activators; hit rate 0.02% among 420,000; U87-MG GRP78 promoter luciferase reporter, 16 h; note: potency is the fitted concentration of half-maximal effect; series mostly up to about 76 µM; % of control where 0% means no effect; nearly all actives have a fitted effect of over 35% in size
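ERSR induction read as luciferase luminescence (Bright-Glo, 10 min at room temperature) in stably transfected human U87-MG glioma cells exposed to compounds for 16 h, using GRP78 as sensor.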
Vif-APOBEC3F blk: Vif-A3F binding inhibition; hit rate 0.2% among 390,000; Potency, µM (doses to about 46.1 µM), without a hit: at the highest dose activity, negative = active; AID 602313; HeLa A3F-eYFP + Vif (tagged APOBEC3F with the HIV-1 protein that degrades it), YFP fluorescence increase; note: potency is the fitted concentration of half-maximal effect; % of control where 0% means no effect; nearly all actives have a fitted effect of over 65% in size
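HeLa cells stably expressing A3F-eYFP plus Vif, plated and incubated overnight at 37 deg C, then exposed to compounds overnight at 37 deg C. Blocked degradation read as raised yellow fluorescence (Ex 488/Em 500-530).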
Numbers without * were called inactive; ? = inconclusive; / = no result given; & = joins results of further samples. Unless noted, calls come from the whole dose curve; as a rule, active = well fitted curve in the direction sought with a large enough effect; inconclusive = small, poorly fitted or top-dose-only effect, or another doubt; inactive = no such curve, though single readings can be large; an effect the other way counts as inactive or inconclusive.

| Molecule | D1 PAM | RXFP1 agonist | D1 agonist | Vif-APOBEC3G blk | D2 potentiator | D1 antag | LDHA inh | GRP78 ERSR act | Vif-APOBEC3F blk |
| --- | --- | --- | --- | --- | --- | --- | --- | --- | --- |
| Cc1ccc(/S(C)=N/S(=O)(=O)c2ccc(C)cc2)cc1 (stereo not drawn) | 17 | 1.0% | 2 | 1% | 1 | 5 | -6 | -1% | -1% |
| COc1ccc(C(=O)NNC(=S)NC(=O)c2ccc(Cl)cc2)cc1 | / | / | / | -19% | / | / | 0 | ? | -14% |
| COCCNC(=O)c1cc(S(=O)(=O)N2CCCCC2)ccc1N1CCOCC1 | -3 | 2.0% | 2 | -1% | 15 | 0 | -1 | 1% | -10% |
| Cc1ccc(NC(=O)C2OCCc3ccccc32)cc1Cl (stereo not drawn) | -2 | 0.5% | 4 | -3% | -6 | 4 | -2 | -2% | -8% |
| O=C(NCc1ccc(Cl)cc1)C1CCC(CNc2c(N3CCCCC3)c(=O)c2=O)CC1 (stereo not drawn) | -2 | 0.5% | -2 | 0% | -3 | 6 | -4 | -2% | 2% |
| CC(C)c1onc(C(=O)N2C(C)CCCC2C)c1[N+](=O)[O-] (stereo not drawn) | -2 | -0.8% | 3 | 0% | 8 | 12 | -2 | -3% | -1% |
| COc1ccc(NC(=O)CCNC(=O)c2ccccc2)cc1S(N)(=O)=O | 0 | -0.6% | 0 | 3% | -3 | 11 | -5 | -4% | 4% |
| CC(C)CCCNc1nc(N2CCOCC2)nc(N2CCOCC2)n1 | 2 | 0.6% | 0 | 0% | -1 | 16 | -10 | 0% | -3% |
| O=C(CSc1n[nH]c(=O)[nH]c1=O)N/N=C/C=C/c1ccccc1 | -10 | 2.4% | 5 | 0% | 1 | 10 | -8 | 0% | -2% |
| CCN(CC(=O)Nc1ccc2c(c1)OCO2)CC(=O)Nc1ccccc1C(F)(F)F | -1 | -1.4% | 0 | -9% | 18 | -5 | -5 | -3% | 6% |
| Cc1csc(SCC(=O)Nc2cccc3nsnc23)n1 | -3 | 1.4% | 1 | 4% | 4 | 1 | 13 | -2% | -18% |
| Cc1cccc(/C=C2\CS/C(=C\c3cccc(C)c3)C2=O)c1 | -3 | -1.6% | 1 | 1% | 4 | / | -6 | -2% | 8% |
| COc1ccc(OC)c(N(CC(=O)Nc2cccc(C(F)(F)F)c2)S(C)(=O)=O)c1 | 7 | 2.1% | 5 | -6% | 23 | -26 | -3 | 0% | 13% |
| COc1cccc(CNc2nccs2)c1O | -3 | -1.3% | 0 | 1% | -1 | -11 | 2 | -6% | 6% |
| COc1ccc(CN2CCN(C(=O)Cn3nc(C(=O)O)c4ccccc4c3=O)CC2)cc1F | -5 | -0.8% | 6 | 2% | 3 | -1 | -9 | -1% | 1% |
| CCn1c(SCC(=O)Nc2ccc(-c3nc4ccc(C)cc4s3)cc2)nnc1-c1ccccc1 | -4 | 18% | 2 | / | -2 | 9 | / | / | / |
| CCN(CC)S(=O)(=O)c1ccc(-c2nnc(SCC(=O)Nc3nnc(C)s3)n2CC)cc1 | -2 | 0.2% | 0 | 0% | -3 | 9 | 2 | -4% | -4% |
| Cc1ccc(NC(=O)Cn2ccn(-c3ccc(F)c(F)c3)c(=O)c2=O)cc1C | 0 | -2.8% | -1 | -1% | -2 | 2 | 4&-8 | -1% | 0% |
| O=C(OCc1cccc([N+](=O)[O-])c1)c1ccc2ccccc2n1 | 7 | 4.1% | 3 | -2% | -3 | 22 | -6 | -2% | 12% |
| COc1ccc(C(=O)COc2ccc(NC(C)=O)cc2)cc1 | 4 | 0.0% | 3 | 1% | 5 | -2 | 3 | 0% | -4% |
| Cc1nc2scc(C)n2c(=O)c1S(=O)(=O)NCc1ccccc1Cl | -9&-5 | 1.5%&5.4% | 6&6 | -1%&-2% | 14&11 | -4&18 | -5&3 | -7%&-3% | -1%&0% |
| NC(=O)CSc1nnc2sc3ccccc3n12 | 32* | 7.7% | 1 | 1% | -1 | -15 | -4 | -3% | -3% |
| C=CCNC(=S)NNC(=O)c1cc(O)ccc1O | -3 | -0.8% | -1 | 0% | 1 | -16 | 20 | 2% | -12% |
| O=C(N/N=C/c1ccc(OCC(=O)N2CCOCC2)cc1)c1ccccc1Cl | 0 | 1.1% | 2 | -5% | -6 | -2 | -1 | -1% | -37% |
| Cc1cc2ncc(-c3cccs3)nc2cc1C | -3 | 4.1% | 0 | -1% | -6 | -6 | -8 | -10% | 8% |
| Cc1cc(C)c(C)c(S(=O)(=O)NCc2ccc(C(=O)N3CCCC3)cc2)c1C | 4 | 1.9% | 6 | 0% | 6 | 0 | -3 | 0% | 17% |
| Cc1occc1C(=O)N/N=C/c1cnn(C)c1C | -13 | 0.4% | 1 | -9% | -4 | -40* | 0 | 2% | -7% |
| O=C(CCN1C(=O)C2C3C=CC(C3)C2C1=O)Nc1ccccc1F (stereo not drawn) | 1 | -1.1% | 1 | 1% | 7 | -13 | -1 | -4% | 6% |
| COc1ccc(N2CCN(S(=O)(=O)CCNC(=O)c3ccc4c(c3)OCO4)CC2)cc1 | -10 | 1.7% | 0 | 0% | 1 | -5 | -4 | -2% | -4% |
| COc1ccccc1C(=O)NCCC(=O)NC1CCCC(C)C1C (stereo not drawn) | -3 | -0.5% | 0 | 4% | 3 | 8 | -6 | -3% | 7% |
| COc1ccccc1N1C(=O)N(CC(=O)C(C)(C)C)c2ccccc2S1(=O)=O | -4&-1 | 2.8%&-1.2% | 7&0 | -1%&4% | -5&-24 | 0&-10 | -4&-9 | -3%&-3% | -2%&4% |
| O=S(=O)(Nc1cccc(C(F)(F)F)c1)c1ccc(-c2cnc(C3CC3)o2)cc1 | -1 | -0.8% | 1 | -13% | 0 | 4 | -2 | 2% | -17% |
| O=C(c1ccc2c(c1)CCC2)N1CCN(Cc2c(F)cccc2Cl)CC1 | / | / | / | 2% | / | / | -4 | -3% | -1% |
| COc1ccc(C(=O)Nc2nnc(C(F)(F)F)s2)cc1 | -4 | 4.4% | 4 | 0% | -5 | -15 | -2 | 0% | / |
| COC(=O)c1sc(-c2ccccc2)cc1NC(=O)Nc1ccc(Cl)cc1 | -3 | 1.4% | 4 | 1% | -2 | -11 | -5 | 8% | -10% |
| Cc1nn(C)c(C(=O)Nc2cccc(CN3CCOCC3)c2)c1Br | -8 | -0.5% | 6 | -3% | 10 | 1 | -5 | -3% | -9% |
| O=C(NCc1ccc(F)cc1)c1ccc(Br)o1 | -4 | -0.1% | 1 | -2% | -8 | -1 | -13 | 0% | -1% |
| CC(=O)Oc1ccc2occ(-c3ccccc3)c2c1 | -3 | -0.2% | 3 | -4% | -5 | 7 | 0 | 3% | -1% |
| Cc1cc(C(c2ccc(C)o2)c2ccc(C)o2)c(O)c([N+](=O)[O-])c1 | 1 | -1.8% | 3 | -1% | 16 | 31 | 10 | -4% | 3% |
| Cn1c(=O)c2cc(S(=O)(=O)NC(Cc3ccccc3)C(=O)Nc3ccc(F)cc3)ccc2n(C)c1=O (stereo not drawn) | -3 | 3.2% | 5 | 1% | 4 | -6 | 1 | -4% | 3% |
| CCOC(=O)C1CCCN(C(=O)CCCn2nnnc2CN2CCC(C)CC2)C1 (stereo not drawn) | 1 | 0.3% | 1 | -1% | -1 | -1 | -6 | 19% | -12% |
| O=C(/C=C/Nc1cccc(C(F)(F)F)c1)c1ccco1 | 6 | -0.3% | 2 | -10% | 3 | -2 | 1 | 4% | 0% |
| CC(NC(=O)c1ccc(Cl)c(S(=O)(=O)NC2CC2)c1)c1ccco1 (stereo not drawn) | / | / | / | -7% | / | / | -2 | -1% | -1% |
| CCOC(=O)C1CCN(C(=O)C2CCN(S(=O)(=O)c3cccc4nsnc34)CC2)CC1 | 2 | 3.5% | 1 | 3% | 0 | -17 | 1 | -3% | 1% |
| Cc1ccc(S(=O)(=O)N2CCC(n3nnc4cc(C)ccc43)CC2)cc1 | -5 | 0.3% | 7 | -6% | -17 | -11 | 0 | -3% | -5% |
| CC(O)C(NC(=O)OCc1ccccc1)C(=O)OCc1ccccc1 (stereo not drawn) | -3 | 1.7% | 4 | -7% | -9 | 8 | 1 | 0% | 1% |
| O=C(N/N=C/c1ccco1)c1cccc(NC(=O)c2cccc(Cl)c2)c1 | -9 | 2.8% | -2 | -3% | 11 | -19 | -7 | 7% | 2% |
| CCOc1ccc(Br)cc1S(=O)(=O)N1CCSC1 | 5 | 0.5% | 4 | -1% | 7 | 11 | -1 | -2% | 4% |

From PubChem BioAssay

Not all compounds are listed; rates above refer to the full screens.
